Bioassay records deposited in PubChem by Broad Institute.
ARNT-TACC3 inh – disruptors of human ARNT/TACC3 interaction | Q9Y6A5 | inhibition, % at 9.99 µM | AlphaScreen His-ARNT PAS-B/GST-TACC3 binding, luminescence; TACC3 fragment carries E629A point mutation | AID 623870 | 0.66% of 390,000 active;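 active = mean inhibition of replicates at least 50% and at least half of replicates each reaching 50%; inconclusive = half or more replicates reach 50% but mean below 50%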;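 also: 0% = complete ARNT plus TACC3 wells and 100% = ARNT alone without TACC3; many hits fall short of the cut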
LGR2 antag – blocks bursicon-induced cAMP signaling via Drosophila LGR2; HEK293 LGR2, CRE-luciferase, bursicon-stimulated, 4 h; inhibition, % at 9.99 µM; 0.35% of 380,000 active; AID 720647;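 active = drop in luminescence signal, shown as inhibition above about 50% in the replicate tests, limit read from the data, passing the limit was not always enough; inconclusive = probably only some replicates passing the limit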;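 also: agonist challenge used bursicon conditioned medium at about half maximal strength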
EWS-Fli inh – inhibitors of EWS/Fli oncoprotein transcriptional activity; inhibition, % at 12.6 µM; A673 NR0B1-luciferase reporter, viability-normalised; 0.67% of 350,000 active; AID 651661;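 active = mean inhibition of at least 50% after viability correction, with every replicate also passing that limit; inconclusive = mean reaches 50% but only one of two replicates passes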;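 also: firefly luciferase signal divided by Alamar Blue viability fluorescence both relative to DMSO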
PAX8 reporter – inhibitors of PAX8 transcriptional activity in RMG-I cells; inhibition, % at 12.6 µM; AID 652154; RMG-I TPO-luciferase reporter, SteadyGlo, 24 h; 1.2% of 360,000 active;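 active = mean replicate inhibition at least 60% with every replicate also reaching 60%; inconclusive = only one of the two criteria is met; inactive = mean below 60% and not all replicates reaching 60%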;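 also: luciferase light reporting Pax8 driven TPO promoter activity; plate controls were median of neutral control wells for no effect and mitoxantrone controls for full effect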
DENV2 CPE rescue – inhibitors of DENV2 cytopathic effect; 1.7% of 350,000 active; DENV2-infected cells, cytopathic effect rescue, plate reader; CPE inhibition, % at 9.99 µM; AID 651640; in the data active = CPE inhibition above about 20%, passing the limit was not always enough; inconclusive = no clear call, values can overlap the other calls; tested in BHK-21 cells;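 also: 0% = median of neutral control wells and 100% = median of positive control wells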
SIRT5 inh – sirtuin-5 (human) deacylase inhibition; Q9NXA8; Purified SirT5, succinyl-peptide AMC, trypsin-coupled fluorescence; inhibition, % at 15 µM; 1.1% of 330,000 active; AID 652115; in the data active = inhibition above about 15%; inconclusive = no clear call, values can overlap the other calls
Target sequence (Q9NXA8 whole entry, looked up): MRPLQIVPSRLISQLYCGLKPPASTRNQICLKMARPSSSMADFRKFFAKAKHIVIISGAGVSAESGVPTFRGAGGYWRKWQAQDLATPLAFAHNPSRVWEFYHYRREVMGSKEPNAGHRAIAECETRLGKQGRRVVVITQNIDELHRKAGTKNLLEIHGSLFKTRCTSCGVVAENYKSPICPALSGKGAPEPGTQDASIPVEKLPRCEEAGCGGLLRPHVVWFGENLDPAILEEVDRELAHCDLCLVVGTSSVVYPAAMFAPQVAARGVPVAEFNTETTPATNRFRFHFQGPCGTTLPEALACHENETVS
CASP6 VEID inh – inhibitors of human caspase-6 | P55212 | purified caspase-6, Z-VEID-R110 cleavage fluorescence | inhibition, % at 12.5 µM | 0.53% of 350,000 active | AID 686996;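 active = mean inhibition across replicates at least about 35%, with every replicate also reaching that limit, limit read from the data; inconclusive = only one of the two criteria met; inactive = neither criterion met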;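 also: 0% = median of neutral control wells and 100% = no fluorescence left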
Target sequence (P55212 24-179 limits assumed): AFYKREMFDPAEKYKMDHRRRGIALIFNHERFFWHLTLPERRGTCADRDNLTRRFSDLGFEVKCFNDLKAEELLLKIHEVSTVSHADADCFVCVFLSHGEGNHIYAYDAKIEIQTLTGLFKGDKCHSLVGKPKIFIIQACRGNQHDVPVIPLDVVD
Target sequence (P55212 194-293 limits assumed): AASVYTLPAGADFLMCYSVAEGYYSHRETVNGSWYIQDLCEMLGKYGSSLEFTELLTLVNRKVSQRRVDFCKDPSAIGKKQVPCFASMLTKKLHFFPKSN
* = called active by the depositor; ? = inconclusive; . = not tested or not shown.

1) CCN(CC)S(=O)(=O)c1ccc(N2CCN(c3cccc(OC)c3)CC2)c([N+](=O)[O-])c1
2) O=C(C[C@H]1C/C=C\C[C@@H](Cc2ccc(F)cc2)C(=O)OC[C@@H]2CCCN2C1=O)NCCO
3) Cc1nc(NCCc2ccc(F)cc2)c2nnn(Cc3ccccc3)c2n1
4) COc1ccc(C(C)(C)C)cc1NS(=O)(=O)c1cccc2cccnc12
5) CC(=O)N1C[C@@H]2[C@H](c3ccccc31)[C@@H](CO)N2C(=O)Nc1ccc(F)cc1
6) CNC(=O)C[C@H]1CC[C@H]2[C@@H](COc3ccc(NC(=O)c4ccccc4F)cc3C(=O)N2C)O1
7) C[C@@H]1CN([C@H](C)CO)C(=O)Cc2cc(NC(=O)CCC(F)(F)F)ccc2O[C@H]1CN(C)Cc1ccc(Cl)c(Cl)c1
8) CCC(=O)Nc1nc2nc(-c3ccccc3)cc(=O)n2[nH]1

assay / compound	1	2	3	4	5	6	7	8
SIRT5 inh	.	.	1	-2	-2	.	2	6
CASP6 VEID inh	.	2	0	2	1	.	2	2
LGR2 antag	15	20	6	0	8	10	12	12
DENV2 CPE rescue	.	9	-3	-1	-3	2	9	4
PAX8 reporter	7	18	-15	6	-10	-6	.	-167
ARNT-TACC3 inh	2	-6	9	5	2	1	-8	-2
EWS-Fli inh	.	-5	2	15	2	5	-6	-2

9) COc1ccccc1N(CC(=O)NCC1CCCO1)C(=O)CNS(=O)(=O)c1ccc(Cl)cc1 (centres undefined)
10) CC(Sc1nc(N2CCOCC2)c2c(c1C#N)CC(C)(C)OC2)C(=O)O (centres undefined)
11) COc1cccc(NC(=O)CN2C(=O)C(=O)N(C3CCCC3)C2=O)c1
12) O=C(c1cccs1)N1CCN(C(=O)c2cccs2)C1=S
13) O=C(CN1C(=O)c2ccccc2S1(=O)=O)NC1CCCCCC1
14) Fc1ccccc1N1CCN(CCCc2ccccc2)CC1
15) O=C(Nc1nc(-c2ccccc2)ns1)c1cccs1
16) O=C(Cn1cc(C(=O)C(F)(F)F)c2ccccc21)NCc1ccco1

assay / compound	9	10	11	12	13	14	15	16
SIRT5 inh	-6	-2	-5	1	.	-2	2	-2
CASP6 VEID inh	3	2	4	-3	-2	-4	0	-1
LGR2 antag	-9	1	-24	?	-41	-10	-54	7
DENV2 CPE rescue	-2	-4	-3	-6	8	15	-3	-8
PAX8 reporter	1	-19	-10	39	-25	-8	.	-2
ARNT-TACC3 inh	-7	12	-10	11	-6	3	25	.
EWS-Fli inh	4	9	-1	-1	-12	-1	-81	-4

17) COc1ccccc1NC(=O)C(C)Sc1nc(-c2ccccc2)cn1N (centres undefined)
18) Cc1cc(Nc2ccc(C(=O)O)cc2)nc(N)n1
19) O=C(c1ccccc1)N1CCN(C(=O)c2ccc([N+](=O)[O-])cc2)CC1
20) O=C(CN1C(=O)C(=O)c2ccccc21)c1ccccc1
21) CC(C)CC(NC(=O)OC(C)(C)C)C(=O)O (centres undefined)
22) Cc1cc(C)c(S(=O)(=O)Nc2ccc(O)c(Sc3ncn[nH]3)c2)c(C)c1
23) O=[N+]([O-])c1cccc2ccc(N3CCOCC3)nc12
24) Nc1c(Cl)c(Cl)nc(C(=O)N/N=C/c2ccco2)c1Cl

assay / compound	17	18	19	20	21	22	23	24
SIRT5 inh	0	-2	.	0	.	0	-3	1
CASP6 VEID inh	-3	0	.	1	7	15	1	1
LGR2 antag	1	10	16	10	12	23	-12	4
DENV2 CPE rescue	6	3	.	-4	-3	-4	1	7
PAX8 reporter	8	-14	-18	5	0	13	18	24
ARNT-TACC3 inh	-10	1	-11	1	-9	11	14	-2
EWS-Fli inh	-7	-1	.	47	4	-8	-15	12

25) CCCCNC(=O)c1cc2c(=O)n3cccc(C)c3nc2s1
26) Cc1cc(NC(=O)c2cccs2)ncc1NC(=O)c1cccc(F)c1
27) Nc1c(Cl)ncnc1N/N=C/c1ccc(O)cc1
28) COc1cccc(N2CCN(C(=O)c3ccc4nc(N5CCC(C)CC5)sc4c3)CC2)c1
29) Cc1ccc(C(OCC(O)CNCc2ccc(F)cc2)c2ccccc2)cc1 (centres undefined)
30) COc1cccc(-n2c(=O)c3ccccc3n3c(=S)[nH]nc23)c1
31) CCCn1cnc2c(Sc3c([N+](=O)[O-])ncn3C)nc(N)nc21
32) COc1ccc(C2=NCCn3c2c2ccc(C(F)(F)F)cc2[n+]3[O-])cc1

assay / compound	25	26	27	28	29	30	31	32
SIRT5 inh	-4	-2	-4	-2	-4	1	.	.
CASP6 VEID inh	2	5	0	-3	0	1	0	-11
LGR2 antag	-29	-47	-25	-114	-3	-17	11	-12
DENV2 CPE rescue	3	-3	.	3	3	-3	14	3
PAX8 reporter	-3	-101	-37	-104	13	-16	8	-14
ARNT-TACC3 inh	-3	2	9	.	5	-2	14	5
EWS-Fli inh	-32	-46	-4	-40	22	-3	-5	5

33) COc1ccccc1-c1ncn(Cc2cccc(-c3ccccc3)c2)c1-c1cc(C)cc(C)c1
34) COc1ccc(C(=O)N(C)Cc2ccc(C)o2)cc1OC1CCN(C(C)C)CC1
35) C[C@H]1CN([C@@H](C)CO)C(=O)c2cc(NS(=O)(=O)c3ccccc3)ccc2O[C@H]1CN(C)C(=O)Nc1ccc(F)cc1
36) NC(=O)c1ccsc1NC(=O)COC(=O)c1ccccn1
37) CCCC(=O)Nc1ccc2c(c1)C(=O)N(C)[C@H]1CC[C@H](CC(=O)Nc3ccccc3OC)O[C@@H]1CO2
38) COc1cccc(C(=O)Nc2ccc3c(c2)C(=O)N(C)C[C@@H](OC)[C@@H](C)CN[C@@H](C)CO3)c1
39) Cc1cc(C)c2nc(-c3ccccn3)cc(C(=O)NCCc3ccc(S(N)(=O)=O)cc3)c2c1
40) O=C(OCCN1C(=O)c2ccccc2C1=O)C1CC(O)CN1S(=O)(=O)c1ccc(Cl)cc1 (centres undefined)

assay / compound	33	34	35	36	37	38	39	40
SIRT5 inh	-3	-2	0	-1	.	-2	-3	-7
CASP6 VEID inh	0	-3	1	0	.	2	1	0
LGR2 antag	11	-21	19	13	-1	5	0	-4
DENV2 CPE rescue	-10	-4	-3	0	1	-1	6	1
PAX8 reporter	9	8	4	-3	11	.	16	-1
ARNT-TACC3 inh	.	1	.	16	-1	6	-3	.
EWS-Fli inh	16	9	.	-3	1	-29	15	-5

41) CSc1nc(SCC(=O)NCC2CCCO2)c2c3c(sc2n1)CN(C)CC3 (centres undefined)
42) C[C@H]1CN([C@@H](C)CO)C(=O)c2cccc(NS(=O)(=O)c3ccc(Cl)cc3)c2O[C@@H]1CN(C)C(=O)Nc1ccc2c(c1)OCO2
43) COc1ccc(C(=O)Nc2ccc(-c3n[nH]c(=S)o3)cc2)cc1OC
44) CCOC(=O)c1ccc(NC(=O)c2c(N)n(C)c(=O)n(C)c2=O)cc1
45) CCOC(=O)C1(C)CCN1C(=O)c1ccc2ccccc2c1 (centres undefined)
46) COc1cc(C)c(NC(=S)NCCCN2CCOCC2)cc1OC
47) COc1cccc(CNc2nc3cc(-c4cscc4C)sc3c(=O)n2C)c1
48) C[C@H](CO)N1C[C@H](C)[C@H](CN(C)Cc2ccccc2)OCCCC[C@H](C)Oc2ccc(NC(=O)CCC(F)(F)F)cc2C1=O

assay / compound	41	42	43	44	45	46	47	48
SIRT5 inh	0	1	-3	.	-4	-4	3	4
CASP6 VEID inh	6	1	7	.	1	-3	-1	-1
LGR2 antag	.	11	-8	-4	-28	-17	-24	3
DENV2 CPE rescue	2	-8	2	.	15	9	-7	?
PAX8 reporter	26	-14	7	-16	-14	-3	23	16
ARNT-TACC3 inh	.	12	-36	-3	.	-1	.	-1
EWS-Fli inh	8	-16	7	1	1	-10	2	0

Rewritten field by field: 3 of the compounds above.
#43 COc1ccc(C(=O)Nc2ccc(-c3n[nH]c(=S)o3)cc2)cc1OC
- SIRT5 inh: -3
- CASP6 VEID inh: 7
- LGR2 antag: -8
- DENV2 CPE rescue: 2
- PAX8 reporter: 7
- ARNT-TACC3 inh: -36
- EWS-Fli inh: 7
#47 COc1cccc(CNc2nc3cc(-c4cscc4C)sc3c(=O)n2C)c1
- SIRT5 inh: 3
- CASP6 VEID inh: -1
- LGR2 antag: -24
- DENV2 CPE rescue: -7
- PAX8 reporter: 23
- ARNT-TACC3 inh: .
- EWS-Fli inh: 2
#45 CCOC(=O)C1(C)CCN1C(=O)c1ccc2ccccc2c1 (centres undefined)
- SIRT5 inh: -4
- CASP6 VEID inh: 1
- LGR2 antag: -28
- DENV2 CPE rescue: 15
- PAX8 reporter: -14
- ARNT-TACC3 inh: .
- EWS-Fli inh: 1

(cont.)
49) COc1ccc(-c2csc3ncnc(N4CCN(S(=O)(=O)c5ccc(C)cc5)CC4)c23)cc1
50) O=C(COC(=O)C12CC3CC(CC(O)(C3)C1)C2)Nc1ccc(OC(F)F)cc1
51) CCOc1ccccc1NC(=O)CSc1nc2c(c(=O)n(C)c(=O)n2C)n1C
52) Cc1ccc(NC(=O)CCC(=O)NNC(=S)Nc2ccc(F)cc2F)cc1C
53) Cc1cc(C(=O)N/N=C\C(Br)=C\c2ccccc2)c(C)o1
54) COc1ccc(-c2cc(C(=O)N3CCN(S(=O)(=O)c4ccc(C)cc4)CC3)[nH]n2)cc1
55) Cc1ccc(Nc2nnc(SCc3cc(=O)n4cc(C)ccc4n3)s2)cc1
56) C[C@@H]1CN([C@H](C)CO)C(=O)c2cc(-c3cccc(C#N)c3)cnc2O[C@H]1CN(C)C(=O)C1CC1

assay / compound	49	50	51	52	53	54	55	56
SIRT5 inh	1	-2	0	-3	0	.	-2	-4
CASP6 VEID inh	-8	4	1	0	-4	-2	2	1
LGR2 antag	15	1	-6	4	.	12	2	-11
DENV2 CPE rescue	8	-7	-1	8	-11	-5	0	1
PAX8 reporter	-7	.	8	15	63*	-5	1	.
ARNT-TACC3 inh	1	0	-1	-7	.	.	-1	-9
EWS-Fli inh	17	-7	-5	.	-84	-12	-5	-15

57) O=c1oc(Nc2cccc(Cl)c2)nc2ccccc12
58) CSCCC1Nc2ccc(S(=O)(=O)N3CCOCC3)cc2NC1=O (centres undefined)
59) COc1ccc(N(CC(C)C)S(=O)(=O)c2nnc(NC(=O)CC(C)C)s2)cc1
60) O=C(C[C@@H]1C[C@H]2c3cc(NC(=O)c4ccc5c(c4)OCO5)ccc3O[C@H]2[C@@H](CO)O1)NC1CCCC1
61) Cc1noc(C)c1NC(=O)N(C)C[C@H]1Oc2ccc(NC(=O)C3CCCCC3)cc2C(=O)N([C@@H](C)CO)C[C@@H]1C
62) Cc1ccc(S(=O)(=O)N2C[C@@H](C)[C@]3(C2)[C@H](O)[C@H](OC(=O)NC2CCCC2)C[C@H]2C(=O)N(c4ccccc4)C(=O)[C@H]23)cc1
63) Cc1ccc(S(=O)(=O)NCCC(=O)N2CCC(Cc3ccccc3)CC2)cc1

assay / compound	57	58	59	60	61	62	63
SIRT5 inh	-2	.	-9	-2	1	4	2
CASP6 VEID inh	7	6	-2	-2	0	1	-1
LGR2 antag	-19	0	16	-8	-3	3	6
DENV2 CPE rescue	-3	.	13	-11	-2	-6	11
PAX8 reporter	-106	-7	-8	-12	.	-1	24
ARNT-TACC3 inh	1	10	-3	-1	-9	.	-2
EWS-Fli inh	-92	0	15	-11	-8	11	15
